Screens from PubChem BioAssay.
ERAP1 HTS inh: ERAP1 (human) enzyme inhibition; Q9NZ08; recombinant ERAP1, Leu-AMC fluorescence, 60 min; inhibition, % at 10.7 µM; 0.15% of 340,000 active; AID 652197;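 active = mean replicate inhibition of at least 30%, or all replicates individually reaching that 30% level; inactive = mean below 30% and not every replicate reaching it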;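 also: 0% = neutral control wells and 100% = L-leucinethiol positive control wells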
Target sequence (Q9NZ08 whole entry, looked up): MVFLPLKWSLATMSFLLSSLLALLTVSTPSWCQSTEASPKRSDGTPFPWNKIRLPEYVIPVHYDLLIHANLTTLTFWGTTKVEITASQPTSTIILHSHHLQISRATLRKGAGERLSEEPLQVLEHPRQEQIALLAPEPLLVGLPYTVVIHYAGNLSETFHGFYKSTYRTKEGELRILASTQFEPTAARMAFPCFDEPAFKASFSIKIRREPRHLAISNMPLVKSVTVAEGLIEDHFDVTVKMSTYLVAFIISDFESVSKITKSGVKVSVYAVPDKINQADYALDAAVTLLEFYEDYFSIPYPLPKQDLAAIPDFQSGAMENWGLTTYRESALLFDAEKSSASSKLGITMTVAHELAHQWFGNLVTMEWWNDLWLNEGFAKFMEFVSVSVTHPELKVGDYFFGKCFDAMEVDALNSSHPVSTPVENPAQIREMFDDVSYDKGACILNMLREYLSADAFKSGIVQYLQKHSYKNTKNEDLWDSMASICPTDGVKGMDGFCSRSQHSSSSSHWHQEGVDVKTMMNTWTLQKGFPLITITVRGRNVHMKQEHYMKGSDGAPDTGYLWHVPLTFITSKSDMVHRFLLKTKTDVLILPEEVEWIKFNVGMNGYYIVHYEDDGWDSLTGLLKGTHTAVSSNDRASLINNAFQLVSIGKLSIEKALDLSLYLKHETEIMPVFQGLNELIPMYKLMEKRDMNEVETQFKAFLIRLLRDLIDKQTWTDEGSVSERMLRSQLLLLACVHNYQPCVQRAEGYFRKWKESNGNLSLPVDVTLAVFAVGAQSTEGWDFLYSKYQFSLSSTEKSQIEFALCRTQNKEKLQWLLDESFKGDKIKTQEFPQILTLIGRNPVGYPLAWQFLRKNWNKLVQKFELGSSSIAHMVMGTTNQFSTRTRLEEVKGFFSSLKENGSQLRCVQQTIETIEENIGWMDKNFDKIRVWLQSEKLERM
PAX8 reporter: inhibitors of PAX8 transcriptional activity in RMG-I cells; RMG-I TPO-luciferase reporter, SteadyGlo, 24 h; 1.2% of 360,000 active; inhibition, % at 12.6 µM;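 active = mean replicate inhibition at least 60% with every replicate also reaching 60%; inconclusive = only one of the two criteria is met; inactive = mean below 60% and not all replicates reaching 60%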;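 also: luciferase light reporting Pax8 driven TPO promoter activity; plate controls were median of neutral control wells for no effect and mitoxantrone controls for full effect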
PglD inh: PglD (C. jejuni) enzyme inhibition; purified PglD enzyme, DTNB colorimetric CoA detection; inhibition, % at 12.5 µM; 0.098% of 360,000 active; in the data active = inhibition above about 16%, passing the limit was not always enough; inconclusive = no clear call, values can overlap the other calls; also: strong numbers were not always called active
LGR2 antag: Drosophila LGR2 receptor signaling inhibition | HEK293 LGR2, CRE-luciferase, bursicon-stimulated, 4 h | inhibition, % at 9.99 µM | 0.35% of 380,000 active | AID 720647;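 active = drop in luminescence signal, shown as inhibition above about 50% in the replicate tests, limit read from the data, passing the limit was not always enough; inconclusive = probably only some replicates passing the limit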;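 also: agonist challenge used bursicon conditioned medium at about half maximal strength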
S100A4 inh HTS: blocks human S100A4 binding to myosin IIA peptide; P26447; S100A4/TAMRA-MyoIIA peptide fluorescence polarization; inhibition, % at 10.7 µM; 0.14% of 360,000 active;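 active = mean inhibition of at least 70% across replicates, with every replicate also reaching that level; inconclusive = mean inhibition reaches 70% but some replicates fall short; inactive = mean inhibition below 70%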
Target sequence (P26447 whole entry, looked up): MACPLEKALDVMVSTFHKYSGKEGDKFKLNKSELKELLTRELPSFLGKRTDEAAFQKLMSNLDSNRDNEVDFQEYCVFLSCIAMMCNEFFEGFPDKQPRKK
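Material: human S100A4 monomer with TAMRA-labelled myosin IIA peptide; buffer or medium: HEPES pH 7.2 with CaCl2, KCl, NaCl, DTT, Triton; compound dosing: one concentration per compound; schedule: 5 min incubation before reading; benchmarks: neutral control DMSO, positive control TFP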
FN deposition inh: fibronectin deposition inhibition. AH1F fibroblasts, Alexa488-fibronectin deposition fluorescence, overnight. inhibition, % at 12.6 µM. 0.086% of 350,000 active. AID 743247;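 active = mean inhibition across replicates of 30% or more, regardless of how many single replicates reach that level; inconclusive = mean under 30% yet at least half of replicates reach 30%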;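 also: positive control wells lacked labelled fibronectin entirely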
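Assay system: AH1F fibroblasts / Quantity: 10000 cells per well / Medium: DMEM plus 2% serum, read in PBS / Reagent: labelled fibronectin 24 nM / Dosing: single dose, pinned / Times: 1 h cell attachment, overnight exposure to compound and label / Signal: fluorescence, ex 485 nm, em 525 nm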
PGC1a acetyl inh: lowers PGC1a acetylation signal in U2OS cells; AID 651687; 0.17% of 350,000 active; inhibition, % at 15.6 µM; AlphaScreen anti-acetyl-lysine; with virally co-expressed GCN5 acetyltransferase;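 active = every replicate shows inhibition of at least 40%; inconclusive = mean inhibition at least 40% but some replicate below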;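 also: 0% = neutral control wells and 100% = positive control wells; some results beyond the cut were filed as inactive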
EWS-Fli block: EWS/Fli transcriptional activity inhibition | 0.67% of 350,000 active | inhibition, % at 12.6 µM | A673 NR0B1-luciferase reporter, viability-normalised | AID 651661;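 active = mean inhibition of at least 50% after viability correction, with every replicate also passing that limit; inconclusive = mean reaches 50% but only one of two replicates passes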;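 also: firefly luciferase signal divided by Alamar Blue viability fluorescence both relative to DMSO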
The depositor's hits bear a star; ? = inconclusive; / = no result given; & = joins results of further samples.

SMILES | ERAP1 HTS inh | PAX8 reporter | PglD inh | LGR2 antag | S100A4 inh HTS | FN deposition inh | PGC1a acetyl inh | EWS-Fli block
CCC(=O)N1C[C@@H](C)[C@@H](OC)CN(C)C(=O)c2ccc(NC(=O)c3ccc(F)cc3)cc2OC[C@@H]1C | 0 | / | -3 | 4 | -4 | 3 | 0 | 1
S=C1NCC(c2ccccc2)S1 (centres undefined) | 1 | 2 | 3 | -3 | 8 | / | -12 | 7
CCOC(=O)c1cccc(NC(=O)c2ccc3c(c2)C(=O)N(CC2CCCO2)C3=O)c1 (centres undefined) | -3 | -4 | 4 | -1 | -3 | / | -10 | /
FCc1nc2nc(Cl)c(Cl)nc2[nH]1 | -2 | 8 | 5 | 6 | -1 | 11 | 1 | 2
Cc1cc(C)n(CC(C)NCc2c(C(=O)N3CCOCC3)nc3c(C)cccn23)n1 (centres undefined) | 0 | -11 | 1 | 3 | -6 | -11 | -7 | 1
CCN1CCN(Cc2ccc(NC(=O)c3cc(NC(=O)c4cnn(-c5ccccc5)c4N)cc(OC)c3)cc2C(F)(F)F)CC1 | / | -2 | 3 | -17 | -2 | -16 | -13 | 61*
CCCNC(=O)C1CCC(CNS(=O)(=O)c2ccc3c(c2)CC(C)N3C(C)=O)CC1 (centres undefined) | -1 | 0 | 13 | 1 | 3 | 11 | 3 | /
Cc1cccc(C(=O)Nc2ccc(S(=O)(=O)Nc3nc(C)cc(C)n3)cc2)c1 | 1 | -6 | 3 | -4 | -2 | 0 | -12 | -5
O=C(Nc1ccccc1F)N[C@@H]1CC[C@H](CCNS(=O)(=O)c2ccccc2)O[C@H]1CO | 1 | -7 | -1 | -6 | 2 | / | 1 | -3
C=CCn1c(C)cc(C(=O)COc2ccc(N(C)S(=O)(=O)c3ccc(NC(C)=O)cc3)cc2)c1C | -1 | 40 | 2 | 0 | -1 | -9 | 2 | 22
CCCCN(CC)CCCNC(=O)c1cc2c(-c3ccc(OC)c(OC)c3)nn(C)c2s1 | -1 | 11 | -8 | -18 | -5 | 7 | -32 | 10
Cc1ccc(-n2ncc3c(SCC(=O)NNC(=O)c4ccco4)ncnc32)cc1 | 1 | -34 | / | -55 | -6 | 0 | -10 | -74

Rewritten as a markdown table: three of the compounds above
| Structure | ERAP1 HTS inh | PAX8 reporter | PglD inh | LGR2 antag | S100A4 inh HTS | FN deposition inh | PGC1a acetyl inh | EWS-Fli block |
| --- | --- | --- | --- | --- | --- | --- | --- | --- |
| CCN1CCN(Cc2ccc(NC(=O)c3cc(NC(=O)c4cnn(-c5ccccc5)c4N)cc(OC)c3)cc2C(F)(F)F)CC1 | / | -2 | 3 | -17 | -2 | -16 | -13 | 61* |
| CCCNC(=O)C1CCC(CNS(=O)(=O)c2ccc3c(c2)CC(C)N3C(C)=O)CC1 (centres undefined) | -1 | 0 | 13 | 1 | 3 | 11 | 3 | / |
| Cc1cccc(C(=O)Nc2ccc(S(=O)(=O)Nc3nc(C)cc(C)n3)cc2)c1 | 1 | -6 | 3 | -4 | -2 | 0 | -12 | -5 |

(cont.)
SMILES | ERAP1 HTS inh | PAX8 reporter | PglD inh | LGR2 antag | S100A4 inh HTS | FN deposition inh | PGC1a acetyl inh | EWS-Fli block
C[C@H](CO)N1C[C@H](C)[C@@H](CN(C)C(=O)Nc2ccccc2F)Oc2ncc(Br)cc2C1=O | 0&-2 | 2&2 | -2&2 | -4&-8 | 2&3 | 0&2 | -13&0 | -3&-5
CC(=O)c1ccc(N2CCN(C(=O)c3cc4c(C)nc5ccccc5c4o3)CC2)cc1 | -1 | 4 | 0 | -3 | -6 | 1 | -11 | 9
O=C(CN1CCC(NC(=O)Nc2ccc(F)cc2)CC1)Nc1ccccc1[N+](=O)[O-] | 2 | 26 | -4 | -4 | -10 | -9 | / | 6
CN(CCCNC(=O)C1CCCN(S(=O)(=O)c2cnc[nH]2)C1)c1ccccc1 (centres undefined) | 2 | -6 | -1 | 3 | 5 | -4 | -2 | -1
CCCCNc1nc(CC(C)=O)ns1 | / | 5 | -2 | / | / | -2 | 6 | /
CC(=O)c1cccc(NC(=O)c2ccc(OCc3c(C)noc3C)cc2)c1 | -4 | -6 | 0 | 0 | -4 | -4 | -6 | -4
C[C@H](CO)N1C[C@H](C)[C@H](CN(C)CC2CC2)Oc2c(NS(=O)(=O)c3ccccc3)cccc2C1=O | 1 | -13 | -2 | 9 | -14 | / | -2 | -13
COc1ccc(NC(=O)Nc2ccc3c(c2)C(=O)N([C@@H](C)CO)C[C@@H](C)[C@@H](CN(C)Cc2ccc(C(=O)O)cc2)OCCCC[C@@H](C)O3)cc1 | -69 | 2 | -1 | 1 | 4 | / | 7 | -5
COc1ccc(CCNC(=O)COC(=O)/C=C/c2ccc3c(c2)OCO3)cc1 | 1 | / | -6 | -95 | -2 | -1 | 4 | -49
O=C(O)CC1(CC(=O)Nc2cccc(C(=O)O)c2)CCCC1 | -1 | -47 | -5 | 0 | -4 | 4 | 1 | -11
O=C(N[C@@H]1C=C[C@@H](CC(=O)N2CCN(c3ccccc3)CC2)O[C@@H]1CO)c1ccccc1 | -1 | -1 | -2 | -20 | 3 | -4 | 8 | -2
CC[C@@]1(C(=O)OC)N[C@H](CN(C)S(=O)(=O)c2ccc(F)cc2)[C@@H]2C(=O)N(C)C(=O)[C@@H]21 | -1 | -1 | -1 | 12 | 1 | -5 | / | -10
CN(C)CCCn1c2c(c(SCC(=O)Nc3ccc4c(c3)OCCO4)nc1=O)CCC2 | 0 | / | 7 | -12 | 0 | 3 | -10 | -6
Cc1ccc(S(=O)(=O)Nc2cccc(C(=O)NCC(C)(C)N3CCOCC3)c2)cc1F | 3 | 0 | -1 | -5 | 0 | -3 | -12 | -1
COc1ccccc1C(=O)Nc1ccc(OCC(=O)N2CC(C)OC(C)C2)cc1 (centres undefined) | 1 | -38 | 1 | 9 | 1 | -2 | / | -28
CCC1(c2ccccc2)NC(=S)N(c2ccc(C)cc2)N1 (centres undefined) | -3 | -112 | 1 | -62 | 1 | -5 | 9 | -11
Clc1ccc2c(c1)nc1n2CCCC1 | 2 | 0 | / | 26 | -1 | -2 | / | -8
CCOC(=O)C(NC(=O)CC)(N1CCc2ccccc2C1)C(F)(F)F (centres undefined) | / | -2 | 1 | / | / | -9 | -6 | /
Cc1ccc(/C=C2\SC(=S)N(c3cccnc3)C2=O)o1 | 0 | -18 | / | 10 | -17 | 9 | 12 | -18
CCc1ccc(S(=O)(=O)NC2CC(C)(C)NC(C)(C)C2)cc1 | 1 | 14 | -7 | -16 | -2 | 4 | / | -4
COc1ccc(S(=O)(=O)N2CCOCC2)cc1NC(=O)Cc1ccsc1 | 0 | 12 | 4 | 7 | -1 | 2 | -6 | -2
COc1ccc(NC(=O)Nc2cc(C(C)(C)C)on2)cc1OC | -3 | -1 | -5 | 9 | -7 | -8 | / | /
CCN(CC)CCCNC(=O)c1cn(CCOC)c(=O)c2c1c1ccccc1n2C | / | / | -1 | 10 | / | 0 | -4 | /
CC(=O)Oc1cc(C(=O)OCC(=O)N2CCc3ccccc3C2)cc(OC(C)=O)c1OC(C)=O | 2 | 4 | 0 | 8 | -3 | 20 | 12 | 39
CCOC(=O)c1ccc(NC(=O)c2nc[nH]c2C(=O)NCCCNC(=O)c2[nH]cnc2C(=O)Nc2ccc(C(=O)OCC)cc2)cc1 | -1 | -2 | 0 | -51 | -4 | -5 | / | -1
O=C(Nc1cccnc1Cl)c1ccc(=O)oc1 | 2 | 6 | -3 | -7 | -35 | 6 | / | -38
Cn1cc(C(=O)NCc2ccc(F)cc2)cn1 | -1 | 13 | / | -8 | -10 | 7 | 1 | 4
Cn1c(NCc2ccccc2F)nc2cc(-c3cccc(C(F)(F)F)c3)sc2c1=O | 0 | 19 | 6 | 4 | -3 | -5 | / | -3
CC(NCc1ccc(S(N)(=O)=O)cc1)C(=O)Nc1ccc([N+](=O)[O-])cc1Cl (centres undefined) | -6 | 7 | / | -9 | -3 | 0 | / | 6
COc1ccc(C(=O)N2CC3(C)C4CCC3(C)C2(C#N)C4)cc1OC (centres undefined) | -1 | -9 | / | -8 | 7 | -16 | 10 | -4
Cc1ccc(C(=O)NNC(=O)C(NC(=O)c2cccc(C)c2)C(C)C)cc1 (centres undefined) | -7 | 3 | -3 | 8 | -1 | 2 | / | -5
N=C1C(c2ccccc2)=C(O)CN1c1ccccc1 | -3 | -3 | 5 | -4 | 1 | 1 | / | 3
CCOC(=O)c1c(NC(=O)CN2C(=O)NC3(CCC(CC)CC3)C2=O)sc(C)c1-c1ccc(C)cc1 (centres undefined) | 4 | -5 | / | -24 | -1 | -2 | / | 13
COc1ccc(N(CC(=O)N2CCN(c3cc(C)ccc3C)CC2)S(=O)(=O)c2c(C)noc2C)cc1 | 5 | 16 | 1 | -14 | 1 | 5 | 2 | 24
O=C(C1CCCCC1C(=O)N1CCCCC1)N1CCCCC1 (centres undefined) | -4 | 22 | 6 | -21 | 14 | 5 | -7 | 2
CCOc1cc2c(c3c1C(c1ccccc1)N(S(=O)(=O)c1ccc(C)cc1)C3)C(=O)C=CC2=O (centres undefined) | -1 | 5 | 0 | / | 18 | -2 | -14 | 62*
O=C(C[C@@H]1CC[C@H]2[C@@H](COC[C@@H](O)CN2Cc2ccc(Cl)cc2)O1)NCCc1ccccc1 | 3 | 31 | -1 | -2 | 0 | -8 | -5 | 14
Cn1c(-c2ccccc2)cnc1N | / | -71 | 8 | / | / | 1 | 5 | /
CCn1cc(CNC(=O)C2CCC(=O)N(Cc3ccccc3F)C2)cn1 (centres undefined) | -5 | -11 | 7 | 6 | 8 | 3 | -17 | /
CCCN1C[C@H](C)[C@H](OC)CN(C)C(=O)c2ccc(NC(=O)C3CCOCC3)cc2OC[C@H]1C | 0 | -9 | 3 | 11 | 25 | -12 | 6 | 6
Cc1ccccc1Nc1nc2ccccc2n1C(C)C | 4 | -11 | / | 1 | 3 | 0 | / | 1
CC(N=C1NS(=O)(=O)c2ccccc21)C(=O)NCCCc1ccccc1 (centres undefined) | -5 | 7 | 2 | 13 | -2 | -7 | ? | 5
Cc1noc(C)c1NC(=O)Nc1cccc2c1O[C@@H](CN(C)Cc1ccc(C(=O)O)cc1)[C@@H](C)CN([C@H](C)CO)C2=O | 2 | / | -2 | -1 | -6 | / | 4 | -5
O=C(Nc1ccc2c(c1)OCO2)N[C@H]1CC[C@@H](CCNC(=O)C2CCC2)O[C@H]1CO | 0 | 2 | -1 | -2 | 8 | / | -8 | -3
CC(C)(C)NC(=O)C(c1ccc(F)cc1)N(Cc1ccccc1Cl)C(=O)c1ccn[nH]1 (centres undefined) | 2 | -13 | / | / | -2 | 2 | 0 | 7
Cn1cccc1CC(=O)N/N=C/c1ccc(Cl)c([N+](=O)[O-])c1 | 6 | -1 | 3 | 0 | 0 | 2 | 6 | 12
CCS(=O)(=O)N1CCCCN2[C@H](CO)[C@@H](c3ccc(C#Cc4ccccc4OC)cc3)[C@H]2C1 | 3 | 8 | 3 | 9 | -14 | / | -6 | /
CCc1cc(C(=O)Nc2cc(S(=O)(=O)N3CCOCC3)ccc2N2CCN(CC)CC2)sc1C | -7 | 3 | -3 | 0 | 2 | 1 | -10 | 30
C[C@H](CO)N1C[C@H](C)[C@@H](CN(C)C(=O)Nc2ccc(C(F)(F)F)cc2)Oc2ccc(NS(=O)(=O)c3cn(C)cn3)cc2C1=O | 0&-5 | 6 | -2&-6 | -7&3 | -5&1 | 7&4 | 0&3 | -9&3
